IDH1 mut inh = blocks human IDH1 R132H reductase activity; inhibition, % at 10 µM; hit rate 0.18% among 70,000; diaphorase/resazurin fluorescence, 60 min; O75874; in the data active = inhibition above about 34%;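 also: 0% = DMSO and 100% = no enzyme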
EZH2 inh = EZH2 (human) methyltransferase inhibition; PRC2 H3K27 methylation, DELFIA TRF, 1 h; inhibition, % at 12.5 µM; hit rate 0.35% among 57,000; AID 651548;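 active = mean inhibition of replicates at least 50% and every single replicate also reaching 50%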;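 also: dimethyl H3K27 on biotinylated H3 21-44 peptide detected by antibody; plate controls were median neutral control wells for no effect and median positive control wells for full effect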
Target sequence (Q15910 whole entry, looked up): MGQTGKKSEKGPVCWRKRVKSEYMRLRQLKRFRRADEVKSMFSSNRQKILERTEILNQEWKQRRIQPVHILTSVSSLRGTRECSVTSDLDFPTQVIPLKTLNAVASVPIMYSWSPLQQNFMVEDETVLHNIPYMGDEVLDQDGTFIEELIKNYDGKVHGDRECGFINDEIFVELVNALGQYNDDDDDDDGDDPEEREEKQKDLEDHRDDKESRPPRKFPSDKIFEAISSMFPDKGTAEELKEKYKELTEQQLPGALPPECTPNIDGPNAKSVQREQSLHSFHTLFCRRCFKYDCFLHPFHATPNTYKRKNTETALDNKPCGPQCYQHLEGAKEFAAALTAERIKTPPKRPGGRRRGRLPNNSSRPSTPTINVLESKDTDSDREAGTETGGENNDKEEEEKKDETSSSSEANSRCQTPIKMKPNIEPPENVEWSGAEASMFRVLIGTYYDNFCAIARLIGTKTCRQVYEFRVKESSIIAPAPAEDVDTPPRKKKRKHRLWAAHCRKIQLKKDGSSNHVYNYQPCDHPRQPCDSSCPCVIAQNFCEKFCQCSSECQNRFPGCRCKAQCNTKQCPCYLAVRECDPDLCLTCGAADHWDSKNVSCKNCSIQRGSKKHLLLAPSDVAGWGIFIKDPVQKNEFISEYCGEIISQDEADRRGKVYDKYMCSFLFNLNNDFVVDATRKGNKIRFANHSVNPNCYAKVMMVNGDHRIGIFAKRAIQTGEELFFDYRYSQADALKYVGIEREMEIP
Numbers without * were called inactive; . = no result given. Only part of the results is shown, so the mix of outcomes need not match the whole.

SMILES	IDH1 mut inh	EZH2 inh
C=C1C(O)C(O)C2(CC3C(C)=CCC4C(C)(C(=O)O)CCCC34C)OC2C1O (stereo not drawn)	-0.3	5
C[C@H]1CN([C@@H](C)CO)C(=O)Cc2cc(NS(=O)(=O)c3cccs3)ccc2O[C@H]1CN(C)C(=O)Nc1ccc(C(F)(F)F)cc1	0.1	.
COc1ccc(S(=O)(=O)N(C)C[C@@H]2OCCCC[C@H](C)Oc3ccc(NC(=O)CCC(F)(F)F)cc3C(=O)N([C@H](C)CO)C[C@H]2C)cc1	-0.9	.
O=C(CSc1nnnn1-c1ccccc1)N1N=CCC1c1ccccc1 (stereo not drawn)	0.0	1
C[C@@H]1CCCCO[C@@H](CN(C)C(=O)CCC(F)(F)F)[C@H](C)CN([C@@H](C)CO)C(=O)c2cc(NC(=O)CCC(F)(F)F)ccc2O1	1.1	.
COc1ccccc1NC(=O)N(C)C[C@@H]1OCc2ccccc2-c2ccccc2C(=O)N([C@@H](C)CO)C[C@H]1C	.	13
CC1=C(C/C=N/NC(=O)CCCCCC(=O)NO)C(C)(C)CCC1	0.2	12
C[C@@H]1CN([C@H](C)CO)C(=O)c2cccc(NC(=O)c3ccc(-c4nccs4)cc3)c2O[C@@H]1CN(C)Cc1ccc(-c2ccccc2)cc1	-2.9	.
COc1cccc(C#Cc2cnc3c(c2)C(=O)N([C@H](C)CO)C[C@@H](C)[C@@H](CN(C)C(=O)C2CCCCC2)O3)c1	-0.6	.
CCOC(=O)c1ccc(NC(=O)CSc2nccc(=O)[nH]2)cc1	-0.1	-3
NC(=O)CN1C(=O)C(O)(CC(=O)c2ccncc2)c2ccccc21 (stereo not drawn)	0.1	4
O=C(O)CCCCCCC(=O)N/N=C/c1ccc(Br)o1	0.0	3
C[C@@H]1CCCCO[C@H](CN(C)Cc2ccc(C(=O)O)cc2)[C@@H](C)CN([C@H](C)CO)C(=O)c2cc(NC(=O)Nc3cccc4ccccc34)ccc2O1	-17	.
Cc1ccnc(NC(c2ccsc2)c2ccc3ccc(C)nc3c2O)c1 (stereo not drawn)	-0.1	-7
COc1cc(S(=O)(=O)Nc2cccc(C(=O)O)c2)c(OC)cc1Cl	-0.3	-1
C[C@H](CO)N1C[C@H](C)[C@@H](CN(C)S(=O)(=O)c2cccs2)Oc2c(NC(=O)NC3CCCCC3)cccc2C1=O	0.8	.
CNC[C@H]1Oc2c(NC(=O)C3CC3)cccc2C(=O)N([C@H](C)CO)C[C@H]1C	.	9
CSc1nc(NC2CCCC2)c([N+](=O)[O-])c(NC2CCCC2)n1	0.1	13
COc1ccc(S(=O)(=O)Nc2ccc3c(c2)CC(=O)N([C@H](C)CO)C[C@@H](C)[C@@H](CN(C)S(=O)(=O)c2ccc(OC)cc2)O3)cc1	-2.0	.
C[C@@H]1CN([C@@H](C)CO)C(=O)c2cc(C#Cc3ccccc3)cnc2O[C@@H]1CN(C)CC1CCOCC1	-0.1	.

Not a retest: four of the compounds above.
SMILES	IDH1 mut inh	EZH2 inh
CNC[C@H]1Oc2c(NC(=O)C3CC3)cccc2C(=O)N([C@H](C)CO)C[C@H]1C	.	9
CSc1nc(NC2CCCC2)c([N+](=O)[O-])c(NC2CCCC2)n1	0.1	13
COc1ccc(S(=O)(=O)Nc2ccc3c(c2)CC(=O)N([C@H](C)CO)C[C@@H](C)[C@@H](CN(C)S(=O)(=O)c2ccc(OC)cc2)O3)cc1	-2.0	.
C[C@@H]1CN([C@@H](C)CO)C(=O)c2cc(C#Cc3ccccc3)cnc2O[C@@H]1CN(C)CC1CCOCC1	-0.1	.

Additional entries.
SMILES	IDH1 mut inh	EZH2 inh
C[C@@H]1CN([C@H](C)CO)C(=O)c2cc(NC(=O)c3ccccc3)ccc2O[C@@H](C)CCCCO[C@@H]1CN(C)C(=O)c1ccccc1	.	10
Cc1ccc(S(=O)(=O)N[C@H]2C=C[C@H](CC(=O)NCc3ccccc3F)O[C@H]2CO)cc1	0.2	1
COc1ccccc1NC(=O)Nc1ccc2c(c1)C(=O)N(C)C[C@@H](OC)[C@H](C)CN(C)[C@@H](C)CO2	-0.2	4
Cc1noc(C)c1NC(=O)N(C)C[C@@H]1Oc2ccc(NC(=O)CCCCCC(=O)Nc3ccccc3N)cc2C(=O)N([C@H](C)CO)C[C@H]1C	0.1	1
Cc1ccc(N(CC(=O)N2CCOCC2)S(=O)(=O)c2ccccc2)cc1	0.2	.
CCNC(=O)C[C@H]1CC[C@@H](NS(=O)(=O)c2ccc(F)cc2)[C@H](CO)O1	0.2	-8
O=C(Nc1ccc2c(c1)OCO2)N[C@H]1CC[C@@H](CC(=O)N2CCN(c3ccccc3)CC2)O[C@@H]1CO	-0.4	0
C[C@H]1CN([C@@H](C)CO)C(=O)Cc2cc(NS(=O)(=O)c3ccccc3)ccc2O[C@H]1CN(C)Cc1ccccc1	1.6	0
CCOc1ccc(NC(=O)C(C)Sc2ccccn2)cc1 (stereo not drawn)	0.5	.
CC(C)CC#Cc1ccc2c(c1)O[C@H](CN(C)C(=O)Cc1ccncc1)[C@H](C)CN([C@@H](C)CO)S2(=O)=O	0.1	-40
C[C@@H]1CCCCO[C@@H](CN(C)C(=O)Nc2ccc3c(c2)OCO3)[C@@H](C)CN([C@H](C)CO)C(=O)c2cc(NC(=O)CCC(F)(F)F)ccc2O1	2.9	.
COc1cccc(NC(=O)N[C@@H]2CC[C@@H](CC(=O)NCc3ccccn3)O[C@@H]2CO)c1	-0.2	1
C[C@@H]1CN([C@@H](C)CO)S(=O)(=O)c2ccc(C#Cc3ccncc3)cc2O[C@@H]1CN(C)C(=O)C1CC1	.	5
CCCC#Cc1ccc2c(c1)O[C@H](CN(C)C(=O)C1CC1)[C@@H](C)CN([C@@H](C)CO)S2(=O)=O	.	-10
CO[C@@H]1CN(C)C(=O)c2cc(NC(=O)c3ccccc3F)ccc2OC[C@H](C)N(CC2CC2)C[C@H]1C	-0.2	-8
C[C@@H]1CCCCO[C@H](CN(C)S(C)(=O)=O)[C@H](C)CN([C@@H](C)CO)C(=O)c2cc(NS(=O)(=O)c3cccs3)ccc2O1	1.4	.
CO[C@@H]1CN(C)C(=O)c2ccc(NC(=O)Nc3ccccc3Cl)cc2OC[C@H](C)NC[C@H]1C	0.0	-5
COc1ccc(CNC(=O)N(C)C[C@H]2OCc3ccccc3-c3c(n(C)c4ccccc34)C(=O)N([C@H](C)CO)C[C@@H]2C)cc1	-0.3	-3
O=C(C[C@@H]1C=C[C@H](NC(=O)C2CCC2)[C@@H](CO)O1)NC1CCCCC1	1.3	4
C[C@@H]1CN([C@H](C)CO)C(=O)c2cc(NS(=O)(=O)c3cn(C)cn3)ccc2O[C@@H]1CN(C)Cc1ccc(C(=O)O)cc1	0.3	.
CO[C@H]1CN(C)C(=O)c2cc(NC(=O)C3CCOCC3)ccc2OC[C@H](C)N(Cc2nccs2)C[C@H]1C	0.0	-1
O=[N+]([O-])c1cccc(S(=O)(=O)NCCOc2ccccc2-c2ccccc2)c1	-0.2	53*
COc1cccc(CNC(=O)C[C@H]2C=C[C@H](NC(=O)C3CCOCC3)[C@H](CO)O2)c1	0.1	-4
COc1ccccc1S(=O)(=O)N[C@@H]1CC[C@H](CC(=O)N2CCN(C)CC2)O[C@@H]1CO	0.3	-1
C[C@H](O)C#Cc1cnc2c(c1)C(=O)N([C@@H](C)CO)C[C@@H](C)[C@@H](CN(C)C(=O)CN(C)C)O2	-0.1	-1
C[C@@H]1CCCCO[C@@H](CN(C)CC2CCCCC2)[C@@H](C)CN([C@H](C)CO)C(=O)c2cc(NC(=O)Nc3ccc4c(c3)OCO4)ccc2O1	1.5	.
O=C(C[C@@H]1C[C@@H]2c3cc(NS(=O)(=O)c4ccc(F)cc4)ccc3O[C@@H]2[C@@H](CO)O1)NCc1ccc(Cl)cc1	2.1	-9
C[C@@H]1CN([C@@H](C)CO)C(=O)c2cc(NC(=O)Cn3cnnn3)ccc2O[C@H]1CN(C)C(=O)Nc1cccc2ccccc12	-0.9	.
C[C@@H]1CN([C@@H](C)CO)C(=O)c2cc(-c3ccc(C#N)cc3)cnc2O[C@H]1CN(C)CC1CCOCC1	0.2	.
CCCNC(=O)N(C)C[C@H]1Oc2ncc(/C=C/c3ccccc3)cc2C(=O)N([C@H](C)CO)C[C@H]1C	0.5	1
CO[C@H]1CN(C)C(=O)c2cc(NS(=O)(=O)c3ccc(-c4ccccc4)cc3)ccc2OC[C@@H](C)NC[C@H]1C	0.3	5
C[C@@H]1CN([C@@H](C)CO)C(=O)c2cccc(NC(=O)Nc3ccccc3)c2O[C@@H]1CN(C)S(C)(=O)=O	-0.9	8
O=C(Nc1ccc2c(c1)[C@H]1C[C@H](CC(=O)N3CCOCC3)O[C@@H](CO)[C@H]1O2)Nc1ccccc1F	0.1	-2
COC(=O)c1cc(=O)n2ccccc2c1C#N	-0.2	9
CC(=O)c1cccc(NC(=O)C(C)NS(=O)(=O)c2ccc(F)cc2)c1 (stereo not drawn)	0.0	-2
COc1cccc(S(=O)(=O)N(C)C[C@@H]2Oc3cc(C4=CCCCC4)ccc3S(=O)(=O)N([C@@H](C)CO)C[C@H]2C)c1	-0.1	-2
C[C@@H]1CN([C@@H](C)CO)C(=O)Cc2cc(NC(=O)Nc3cccc4ccccc34)ccc2O[C@H]1CN(C)Cc1ccc2c(c1)OCO2	0.2	-31
Cc1noc(C)c1NC(=O)Nc1ccc2c(c1)CC(=O)N([C@@H](C)CO)C[C@H](C)[C@H](CN(C)C(=O)Nc1ccccc1)O2	0.0	.
Cc1ccc(NC(=O)CCCOc2ccccc2)c([N+](=O)[O-])c1	0.4	34
Cc1noc(C)c1NC(=O)N(C)C[C@H]1Oc2c(NS(=O)(=O)c3cccs3)cccc2C(=O)N([C@@H](C)CO)C[C@H]1C	2.1	.
O=C(Cc1ccccn1)NCC[C@@H]1CC[C@@H](NS(=O)(=O)c2ccc(Cl)cc2)[C@@H](CO)O1	-0.1	-7
C[C@H](CO)N1C[C@H](C)[C@@H](CN(C)S(=O)(=O)c2cccc(C#N)c2)OCc2ccccc2-c2c(n(C)c3ccccc23)C1=O	.	-3
O=C(C[C@H]1C[C@H]2c3cc(NC(=O)NC4CCCC4)ccc3O[C@H]2[C@@H](CO)O1)NCc1ccc2c(c1)OCO2	-0.1	-17
C[C@H](CO)N1C[C@H](C)[C@@H](CN(C)S(=O)(=O)c2ccc(F)cc2)Oc2ccc(NC(=O)c3ccncc3)cc2CC1=O	-0.5	2
C[C@@H]1CN([C@@H](C)CO)C(=O)c2cccc(NS(C)(=O)=O)c2O[C@@H]1CN(C)C(=O)NC1CCCCC1	1.6	-7
CCCc1cn(CC[C@@H]2CC[C@@H](NC(=O)CCN3CCCCC3)[C@@H](CO)O2)nn1	0.5	14
C[C@H](CO)N1C[C@H](C)[C@H](CN(C)S(=O)(=O)c2ccc(Cl)cc2)Oc2c(NC(=O)Nc3cccc4ccccc34)cccc2C1=O	-4.7	.
C[C@@H]1CN([C@@H](C)CO)C(=O)c2cccc(NC(=O)Nc3ccc4c(c3)OCO4)c2O[C@@H]1CN(C)S(=O)(=O)c1ccccc1	-1.9	.
C[C@@H]1CN([C@H](C)CO)C(=O)c2cc(/C=C/c3ccccc3)cnc2O[C@@H]1CN(C)C(=O)Cc1ccccn1	0.2	.
COc1ccc(S(=O)(=O)N(C)C[C@@H]2Oc3ccc(NC(=O)CCCN(C)C)cc3CC(=O)N([C@@H](C)CO)C[C@H]2C)cc1	0.9	.

In a second layout: three of the compounds above
Sequence of screens – IDH1 mut inh	EZH2 inh
C[C@@H]1CN([C@@H](C)CO)C(=O)c2cccc(NS(C)(=O)=O)c2O[C@@H]1CN(C)C(=O)NC1CCCCC1
→ 1.6	-7
C[C@@H]1CN([C@@H](C)CO)C(=O)c2cccc(NC(=O)Nc3ccc4c(c3)OCO4)c2O[C@@H]1CN(C)S(=O)(=O)c1ccccc1
→ -1.9	.
C[C@H](CO)N1C[C@H](C)[C@@H](CN(C)S(=O)(=O)c2cccc(C#N)c2)OCc2ccccc2-c2c(n(C)c3ccccc23)C1=O
→ .	-3

Additional structures follow.
SMILES	IDH1 mut inh	EZH2 inh
CN1CCN(C(=O)C[C@@H]2C=C[C@H](NC(=O)Cc3ccccn3)[C@@H](CO)O2)CC1	-0.1	-6
C[C@@H]1CN([C@@H](C)CO)C(=O)Cc2cc(NC(=O)Cc3ccccc3)ccc2O[C@@H]1CN(C)Cc1ccccc1	.	-7
COc1ccc(NC(=O)N(C)C[C@H]2Oc3ccc(NS(=O)(=O)c4ccccc4)cc3C(=O)N([C@@H](C)CO)C[C@H]2C)cc1	-3.4	.
C[C@@H]1CN([C@@H](C)CO)C(=O)c2cc(NC(=O)Cc3cn(C)c4ccccc34)ccc2O[C@@H]1CN(C)CC1CC1	-30	-2
O=C(N[C@@H]1CC[C@@H](CCn2cc(-c3ccccn3)nn2)O[C@@H]1CO)c1ccc(F)cc1	-0.2	4
O=C(C[C@@H]1C=C[C@H](NC(=O)c2cccc(F)c2)[C@@H](CO)O1)Nc1nccs1	-0.7	-3
C[C@@H]1CN([C@H](C)CO)C(=O)Cc2cc(NS(=O)(=O)c3ccc(F)cc3)ccc2O[C@@H]1CN(C)C(=O)NC1CCCCC1	.	7
O=C(COc1cccc(NC(=O)c2ccccc2[N+](=O)[O-])c1)c1ccc(F)cc1	0.0	12
C/C=C/c1cnc2c(c1)C(=O)N([C@@H](C)CO)C[C@@H](C)[C@H](CN(C)C(=O)c1ccc3c(c1)OCO3)O2	-0.4	.
COCC(=O)Nc1ccc2c(c1)OC[C@H](C)N(Cc1ccncc1)C[C@@H](C)[C@@H](OC)CN(C)C2=O	0.6	-2

Four compounds picked at random from those above:
SMILES	IDH1 mut inh	EZH2 inh
COc1ccc(NC(=O)N(C)C[C@H]2Oc3ccc(NS(=O)(=O)c4ccccc4)cc3C(=O)N([C@@H](C)CO)C[C@H]2C)cc1	-3.4	.
COCC(=O)Nc1ccc2c(c1)OC[C@H](C)N(Cc1ccncc1)C[C@@H](C)[C@@H](OC)CN(C)C2=O	0.6	-2
C[C@@H]1CN([C@H](C)CO)C(=O)Cc2cc(NS(=O)(=O)c3ccc(F)cc3)ccc2O[C@@H]1CN(C)C(=O)NC1CCCCC1	.	7
C[C@@H]1CN([C@@H](C)CO)C(=O)Cc2cc(NC(=O)Cc3ccccc3)ccc2O[C@@H]1CN(C)Cc1ccccc1	.	-7

Bioassay records deposited in PubChem BioAssay by Broad Institute.
